Compound activity from PubChem.
NFkB binder: binders of NF-kB p50 subunit, primary screen, biochemical, small molecule microarray, anti-His fluorescence | calls only | AID 624139, 2012 | 1.3% of 17,000 active | anti-His fluorescence binding;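 active means spot fluorescence over background significantly raised, with a chance value under 7% in all four replicate spots of the compound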;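 further: probe protein is his-tagged human p50 processed subunit at 1 µg/ml; raw spot fluorescence signals with no normalization applied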
Target sequence (P19838 1-433 limits assumed): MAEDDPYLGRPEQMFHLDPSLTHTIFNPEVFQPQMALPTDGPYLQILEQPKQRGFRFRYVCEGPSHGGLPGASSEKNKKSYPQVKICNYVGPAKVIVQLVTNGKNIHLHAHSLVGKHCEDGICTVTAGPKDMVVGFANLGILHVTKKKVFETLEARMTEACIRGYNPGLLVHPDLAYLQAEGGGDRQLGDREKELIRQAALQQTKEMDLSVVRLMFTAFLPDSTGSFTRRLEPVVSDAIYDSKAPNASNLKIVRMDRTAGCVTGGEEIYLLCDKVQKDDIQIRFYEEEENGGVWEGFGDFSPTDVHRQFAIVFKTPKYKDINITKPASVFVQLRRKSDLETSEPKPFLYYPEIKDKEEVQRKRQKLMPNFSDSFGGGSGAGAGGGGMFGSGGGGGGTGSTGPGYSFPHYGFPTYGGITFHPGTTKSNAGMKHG
Calls only; i = inactive; + = active, no number.

nr	molecule	NFkB binder
1	Cc1noc(C)c1NC(=O)N(C)C[C@@H]1OCCCC[C@H](C)Oc2ccc(NC(=O)CCC(F)(F)F)cc2C(=O)N([C@@H](C)CO)C[C@H]1C	i
2	O=c1ccc2cc3ccoc3cc2o1	i
3	CCn1c(SCC(=O)O)nnc1-c1ccc(OC)cc1	i
4	CC(=O)c1c(O)cc(O)cc1CC(=O)O	i
5	O=C(CSc1nc(C(F)(F)F)cc(=O)[nH]1)Nc1ccc(F)cc1	i
6	COc1ccccc1NC(=O)C1=C(C)NC2=C(C(=O)CC(c3ccc(OC)c(OC)c3)C2)C1c1ccc(C)o1 (centres undefined)	i
7	COc1cc2oc(-c3ccccc3)cc(=O)c2c(OC)c1OC	i
8	C[C@H]1CN([C@@H](C)CO)C(=O)Cc2cc(N(C)C)ccc2O[C@H]1CN(C)Cc1ccccc1	i
9	C[C@H]1CN([C@@H](C)CO)C(=O)Cc2cc(NC(=O)C3CC3)ccc2O[C@H]1CN(C)Cc1ccc2c(c1)OCO2	i
10	O=C(COc1ccc2c(-c3ccccc3)cc(=O)oc2c1)Nc1cc(C(F)(F)F)ccc1Cl	i
11	C[C@@H]1CCCCO[C@@H](CN(C)S(=O)(=O)c2ccc(F)cc2)[C@@H](C)CN([C@H](C)CO)C(=O)c2cc(NC(=O)CCC(F)(F)F)ccc2O1	i
12	C=C[C@@]12COC(=O)C(=C)[C@@H]1[C@@H](O)[C@H](C(=C)C(=O)OC)[C@@H](O)C2	i
13	Cc1noc(C)c1S(=O)(=O)N(C)C[C@@H]1Oc2ccc(NC(=O)CCN3CCOCC3)cc2CC(=O)N([C@@H](C)CO)C[C@@H]1C	i
14	Cc1noc(C)c1NC(=O)N(C)C[C@@H]1Oc2c(NS(=O)(=O)c3cn(C)cn3)cccc2C(=O)N([C@H](C)CO)C[C@@H]1C	i
15	C[C@@H]1CN([C@@H](C)CO)C(=O)c2cc(NC(=O)Cc3ccccc3)ccc2O[C@@H](C)CCCCO[C@@H]1CN(C)C(=O)Nc1ccc2c(c1)OCO2	i
16	CC(=O)O[C@@H]1CC(=O)OC(C)(C)C2CC(=O)[C@]3(C)C(CC[C@@]4(C)[C@H](c5ccoc5)OC(=O)[C@H]5O[C@]543)[C@]21C (some centres undefined)	i
17	Cc1noc(C)c1S(=O)(=O)Nc1ccc2c(c1)CC(=O)N([C@H](C)CO)C[C@H](C)[C@@H](CN(C)C(=O)Nc1ccc(C(F)(F)F)cc1)O2	i
18	C[C@@H]1CN([C@@H](C)CO)C(=O)c2cccc(NS(=O)(=O)c3cn(C)cn3)c2O[C@@H]1CN(C)Cc1ccc2c(c1)OCO2	i
19	CCOc1cc(C)c(C(C)C)cc1S(=O)(=O)NC1CC(C)(C)NC(C)(C)C1	i
20	COC(=O)C1=CO[C@@H](O[C@@H]2O[C@H](CO)[C@@H](O)[C@H](O)[C@H]2O)[C@@H]2[C@@H](C)[C@@H](O)[C@@H](OC(=O)/C=C/c3ccc(O)c(O)c3)[C@H]12	i

(cont.)
nr	molecule	NFkB binder
21	C[C@H]1CN([C@@H](C)CO)C(=O)c2cc(NC(=O)Cn3cnnn3)ccc2O[C@@H]1CN(C)Cc1ccc(Cl)c(Cl)c1	i
22	Cn1nnc(NC(=O)COc2ccc(Cl)cc2Cl)n1	i
23	COc1ccc(S(=O)(=O)N(C)C[C@@H]2Oc3ccc(NC(=O)Cc4cn(C)c5ccccc45)cc3C(=O)N([C@H](C)CO)C[C@@H]2C)cc1	i
24	Cc1nn(C)c(C)c1CN(C)C(=O)c1cc2nc(-c3ccc(Cl)cc3)cc(C(F)(F)F)n2n1	i
25	OCCSc1nnc(-c2ccccc2O)n1-c1ccccc1	i
26	CCO[C@@H]1OC(C(=O)N2CCN(Cc3ccc4c(c3)OCO4)CC2)=C[C@H](c2ccc(Br)cc2)[C@H]1CCCO	i
27	O=C(CSc1n[nH]c(-c2ccccc2Cl)n1)Nc1ccccc1F	i
28	NCCCCCCNS(=O)(=O)c1ccc2c(Cl)cccc2c1	i
29	CC1(C)CC(=O)C2=C(C1)NC(=O)CC2c1ccc(N(CCC#N)CCC#N)cc1 (centres undefined)	i
30	C[C@@H]1CCCCO[C@H](CN(C)C)[C@H](C)CN([C@@H](C)CO)C(=O)c2cc(NC(=O)c3ccncc3)ccc2O1	i
31	C[C@H](CO)N1C[C@H](C)[C@H](CN(C)S(C)(=O)=O)OCCCC[C@H](C)Oc2ccc(NS(=O)(=O)c3ccccc3)cc2C1=O	+
32	Cc1noc(C)c1S(=O)(=O)N(C)C[C@H]1OCCCC[C@@H](C)Oc2ccc(NC(=O)NC(C)C)cc2C(=O)N([C@H](C)CO)C[C@@H]1C	i
33	C[C@@H]1CN([C@@H](C)CO)C(=O)CCCn2nncc2CO[C@H]1CN(C)C(=O)Nc1ccc(C(C)(C)C)cc1	i
34	Cc1c(Br)ccc(NC(=O)Cn2cnc3sc4c(c3c2=O)CCCC4)c1C	i
35	COc1c(C(C)C)oc2cc3oc(=O)ccc3cc12	i
36	C[C@H]1CN([C@@H](C)CO)C(=O)c2cccc(NS(=O)(=O)c3cccs3)c2O[C@@H]1CN(C)S(=O)(=O)c1ccc(Cl)cc1	i
37	C[C@H]1CCCCO[C@H](CN(C)C(=O)Nc2ccc(C(F)(F)F)cc2)[C@@H](C)CN([C@@H](C)CO)C(=O)c2cc(NS(C)(=O)=O)ccc2O1	+
38	O=C(Cn1c(-c2ccccn2)nc2ccccc21)NCc1ccccc1	i
39	COC(=O)c1ccccc1NC(=O)CSc1nnc(-c2ccccc2O)n1-c1ccccc1	i
40	N#Cc1ccsc1NC(=O)CSc1ncn[nH]1	i

New compounds follow:
nr	molecule	NFkB binder
41	C[C@H](CO)N1C[C@H](C)[C@H](CN(C)C(=O)Nc2ccc(F)cc2)OCCCC[C@H](C)Oc2ccc(NS(=O)(=O)c3ccccc3)cc2C1=O	i
42	C[C@@H]1O[C@@H](O[C@H]2[C@H](O[C@H]3CC[C@@]4(C)C(CC[C@]5(C)C4C=C[C@]46OC[C@@]7(CCC(C)(C)C[C@H]74)[C@@H](O)C[C@]65C)[C@]3(C)CO)O[C@H](CO)[C@@H](O)[C@@H]2O[C@@H]2O[C@H](CO)[C@@H](O[C@@H]3O[C@@H](C)[C@H](O)[C@@H](O)[C@H]3O)[C@H](O)[C@H]2O)[C@H](O)[C@H](O)[C@H]1O (some centres undefined)	+
43	Cc1c(O)c(=O)n(-c2ccccc2)n1C	i
44	C[C@@H]1CN([C@H](C)CO)C(=O)c2cccc(N(C)C)c2O[C@H]1CN(C)S(=O)(=O)c1ccc(Cl)cc1	i
45	C=CCN1C(=O)[C@]2(O[C@H](CCO)[C@@H]([Si](C)(C)c3ccc(OC)cc3)[C@@H]2C)c2cc(N3CCOC3=O)ccc21	i
46	COc1ccc(S(=O)(=O)Nc2ccc3c(c2)C(=O)N([C@H](C)CO)C[C@@H](C)[C@@H](CN(C)S(=O)(=O)c2cccs2)O3)cc1	i
47	Cc1c(NS(=O)(=O)c2cccc3nonc23)c(=O)n(-c2ccccc2)n1C	i
48	C[C@H](CO)N1C[C@H](C)[C@H](CN(C)C(=O)Nc2ccc(F)cc2)Oc2ncccc2C1=O	i
49	Cc1noc(C)c1NC(=O)N(C)C[C@@H]1Oc2ccc(NC(=O)CCN3CCOCC3)cc2CC(=O)N([C@H](C)CO)C[C@@H]1C	i
50	C[C@H]1CN([C@@H](C)CO)C(=O)Cc2cc(NS(=O)(=O)c3ccccc3)ccc2O[C@@H]1CN(C)C(=O)Nc1ccccc1	i
51	CC#CC#C/C=C1\C=CC2(OC=CC2OC(=O)C=C(C)C)O1 (centres undefined)	i
52	O=C1c2cccc3cccc(c23)C(=O)N1CCCSc1ncn[nH]1	i
53	Cc1ccc(S(=O)(=O)NC2CCN(Cc3cccc(OCCO)c3)CC2)cc1	i
54	COc1ccc([C@H]2C=C(C(=O)O)O[C@@H](OCCCCO)C2)cc1	i
55	COc1ccc(S(=O)(=O)N(C)C[C@@H]2Oc3c(NS(=O)(=O)c4cn(C)cn4)cccc3C(=O)N([C@@H](C)CO)C[C@@H]2C)cc1	i
56	C[C@H]1CCCCO[C@@H](CN(C)C(=O)C2CCCCC2)[C@@H](C)CN([C@@H](C)CO)C(=O)c2cc(NS(=O)(=O)c3ccccc3)ccc2O1	i
57	COc1ccc(CN(C)C[C@H]2Oc3c(NS(=O)(=O)c4cccs4)cccc3C(=O)N([C@H](C)CO)C[C@@H]2C)cc1	i
58	C[C@@H]1CN([C@H](C)CO)C(=O)c2cccc(NS(=O)(=O)c3cccs3)c2O[C@@H]1CN(C)Cc1ccc(Cl)c(Cl)c1	i
59	COc1ccc(NC(=O)Nc2ccc3c(c2)C(=O)N([C@@H](C)CO)C[C@@H](C)[C@@H](CN(C)C)O3)cc1	i
60	Cc1noc(C)c1NC(=O)N(C)C[C@H]1OCCCC[C@@H](C)Oc2ccc(NC(=O)c3ccncc3)cc2C(=O)N([C@@H](C)CO)C[C@H]1C	i

Next compounds:
item	Structure	NFkB binder
61	Cc1noc(C)c1NC(=O)Nc1cccc2c1O[C@H](CN(C)S(=O)(=O)c1cn(C)cn1)[C@@H](C)CN([C@@H](C)CO)C2=O	i
62	C[C@H](CO)N1C[C@H](C)[C@H](CN(C)C)Oc2ccc(NC(=O)Nc3cccc4ccccc34)cc2C1=O	i
63	COc1cccc2cc(-c3nnc(SCC(=O)N4c5ccccc5Sc5ccccc54)n3C)oc12	i
64	O=C(CSc1nc2sccc2c(=O)[nH]1)Nc1ccccc1	i
65	Cc1coc(C)c1C(=O)CC1(O)C(=O)N(Cc2ccccc2)c2ccccc21 (centres undefined)	i
66	C[C@@H]1CCCCO[C@@H](CN(C)Cc2ccc(C(=O)O)cc2)[C@H](C)CN([C@@H](C)CO)C(=O)c2cc(NC(=O)c3ccncc3)ccc2O1	i
67	C[C@@H]1CCCCO[C@H](CN(C)S(=O)(=O)c2ccc(F)cc2)[C@@H](C)CN([C@H](C)CO)C(=O)c2cc(NC(=O)c3ccncc3)ccc2O1	i
68	CC(C)NC(=O)Nc1ccc2c(c1)C(=O)N([C@H](C)CO)C[C@H](C)[C@@H](CN(C)S(=O)(=O)c1cccs1)OCCCC[C@@H](C)O2	i
69	C[C@@H]1CCCCO[C@H](CN(C)C)[C@H](C)CN([C@H](C)CO)C(=O)c2cc(NC(=O)CCCN(C)C)ccc2O1	i
70	Cc1noc(C)c1NC(=O)Nc1ccc2c(c1)C(=O)N([C@H](C)CO)C[C@@H](C)[C@H](CN(C)Cc1ccccc1)O2	i
71	COCCNc1ncnc2c1oc1ccccc12	i
72	CCCCCC[C@@H]([C@@H](C)O)n1cnc2c(N)ncnc21	i
73	C[C@@H]1CN([C@@H](C)CO)C(=O)c2cc(NC(=O)Cn3cnnn3)ccc2O[C@@H]1CN(C)CC1CC1	i
74	COC1=CC(=O)CC(C)C12Oc1cc(OC)cc(O)c1C2=O (centres undefined)	i
75	COc1cc2c(cc1OC)CN(C(=O)[C@@H]1[C@H]3C(=O)O[C@H](c4ccccc4)[C@H](c4ccccc4)N3[C@H](c3ccc(OCCO)cc3)[C@@]13C(=O)Nc1ccccc13)CC2	i
76	Cc1noc(C)c1S(=O)(=O)Nc1ccc2c(c1)CC(=O)N([C@H](C)CO)C[C@@H](C)[C@@H](CN(C)C)O2	i
77	COCCOC(=O)N1C(=O)[C@@]2(c3cc(C#CCCO)ccc31)[C@H](c1ccccc1OCCO)N1[C@H](c3ccccc3)[C@H](c3ccccc3)OC(=O)[C@H]1[C@@H]2C(=O)N1CCN(c2ncccn2)CC1	i
78	COc1cccc(OC)c1C(=O)NC(=S)NCc1cccnc1	i
79	C[C@H](CO)N1C[C@H](C)[C@@H](CN(C)Cc2ccc3c(c2)OCO3)Oc2ccc(NC(=O)Nc3ccc(F)cc3)cc2C1=O	i
80	O=C1O[C@@H](c2ccccc2)[C@@H](c2ccccc2)N2[C@@H](c3ccccc3OCCO)[C@]3(C(=O)Nc4ccc(C#CCCO)cc43)[C@@H](C(=O)NC[C@H](O)c3ccccc3)[C@H]12	i
81	C[C@@H]1CN([C@H](C)CO)C(=O)Cc2cc(NC(=O)Cc3ccccc3)ccc2O[C@@H]1CN(C)S(=O)(=O)c1cn(C)cn1	i
82	C[C@H](CO)N1C[C@H](C)[C@@H](CN(C)C(=O)Nc2ccc(F)cc2)Oc2ccc(NS(=O)(=O)c3cn(C)cn3)cc2C1=O	i
83	CNCCCC12CCC(c3ccccc31)c1ccccc12	i
84	O=C(O)CC/C=C/CC1COC(c2ccccc2Cl)OC1c1ccccc1O (centres undefined)	i
85	COC(=O)C(NC(=O)c1ccc([N+](=O)[O-])o1)C(C)C (centres undefined)	i
86	C[C@H]1CN([C@@H](C)CO)C(=O)c2cc(N(C)C)ccc2O[C@@H]1CN(C)CC1CCCCC1	i

Grouped by structure: the entries above with two or more sulfur atoms.
item	Structure	NFkB binder
31	C[C@H](CO)N1C[C@H](C)[C@H](CN(C)S(C)(=O)=O)OCCCC[C@H](C)Oc2ccc(NS(=O)(=O)c3ccccc3)cc2C1=O	+
36	C[C@H]1CN([C@@H](C)CO)C(=O)c2cccc(NS(=O)(=O)c3cccs3)c2O[C@@H]1CN(C)S(=O)(=O)c1ccc(Cl)cc1	i
40	N#Cc1ccsc1NC(=O)CSc1ncn[nH]1	i
46	COc1ccc(S(=O)(=O)Nc2ccc3c(c2)C(=O)N([C@H](C)CO)C[C@@H](C)[C@@H](CN(C)S(=O)(=O)c2cccs2)O3)cc1	i
55	COc1ccc(S(=O)(=O)N(C)C[C@@H]2Oc3c(NS(=O)(=O)c4cn(C)cn4)cccc3C(=O)N([C@@H](C)CO)C[C@@H]2C)cc1	i
57	COc1ccc(CN(C)C[C@H]2Oc3c(NS(=O)(=O)c4cccs4)cccc3C(=O)N([C@H](C)CO)C[C@@H]2C)cc1	i
58	C[C@@H]1CN([C@H](C)CO)C(=O)c2cccc(NS(=O)(=O)c3cccs3)c2O[C@@H]1CN(C)Cc1ccc(Cl)c(Cl)c1	i
63	COc1cccc2cc(-c3nnc(SCC(=O)N4c5ccccc5Sc5ccccc54)n3C)oc12	i
64	O=C(CSc1nc2sccc2c(=O)[nH]1)Nc1ccccc1	i
68	CC(C)NC(=O)Nc1ccc2c(c1)C(=O)N([C@H](C)CO)C[C@H](C)[C@@H](CN(C)S(=O)(=O)c1cccs1)OCCCC[C@@H](C)O2	i

A portion of the library (hit frequency here may not be typical).
